Screening results: PubChem, National Center for Advancing Translational Sciences (NCATS)
Nrf2 inh: Nrf2 pathway inhibition; A549 ARE-Fluc reporter, luciferase luminescence, 18-24 h; Potency, µM (titrated, usually from 46 µM), for inactives: at the top dose activity change, negative = inhibition, hits mostly inhibitors; hit rate 2.1% among 360,000; also: potency is read from the fitted curve at half-maximal effect; % is scaled to controls: 0 for no effect and ±100 for the full control effect; nearly all actives have a fitted effect of over 60% in size
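Reporter: ARE-Fluc in A549. Exposure: 18-24 h, 37 °C, 5% CO2, 5% FBS OPTI-MEM. Readouts: fluorescent cytotoxicity (CellTiter-Fluor), then luminescent Nrf2 signal after BugLite.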
EPAC2 agonist: agonists of human EPAC2 (RAPGEF4); Q8WZA2; EPAC2 activation, biochemical qHTS; response scale: 100% = 6.5 mM cAMP response; Potency, µM (top dose mostly 154 µM), without a hit: at the top dose activation, hits mostly activators; hit rate 0.079% among 360,000; also: potency is read from the fitted curve at half-maximal effect; nearly all actives have a fitted effect of over 50% in size
Target sequence (Q8WZA2 whole entry, looked up): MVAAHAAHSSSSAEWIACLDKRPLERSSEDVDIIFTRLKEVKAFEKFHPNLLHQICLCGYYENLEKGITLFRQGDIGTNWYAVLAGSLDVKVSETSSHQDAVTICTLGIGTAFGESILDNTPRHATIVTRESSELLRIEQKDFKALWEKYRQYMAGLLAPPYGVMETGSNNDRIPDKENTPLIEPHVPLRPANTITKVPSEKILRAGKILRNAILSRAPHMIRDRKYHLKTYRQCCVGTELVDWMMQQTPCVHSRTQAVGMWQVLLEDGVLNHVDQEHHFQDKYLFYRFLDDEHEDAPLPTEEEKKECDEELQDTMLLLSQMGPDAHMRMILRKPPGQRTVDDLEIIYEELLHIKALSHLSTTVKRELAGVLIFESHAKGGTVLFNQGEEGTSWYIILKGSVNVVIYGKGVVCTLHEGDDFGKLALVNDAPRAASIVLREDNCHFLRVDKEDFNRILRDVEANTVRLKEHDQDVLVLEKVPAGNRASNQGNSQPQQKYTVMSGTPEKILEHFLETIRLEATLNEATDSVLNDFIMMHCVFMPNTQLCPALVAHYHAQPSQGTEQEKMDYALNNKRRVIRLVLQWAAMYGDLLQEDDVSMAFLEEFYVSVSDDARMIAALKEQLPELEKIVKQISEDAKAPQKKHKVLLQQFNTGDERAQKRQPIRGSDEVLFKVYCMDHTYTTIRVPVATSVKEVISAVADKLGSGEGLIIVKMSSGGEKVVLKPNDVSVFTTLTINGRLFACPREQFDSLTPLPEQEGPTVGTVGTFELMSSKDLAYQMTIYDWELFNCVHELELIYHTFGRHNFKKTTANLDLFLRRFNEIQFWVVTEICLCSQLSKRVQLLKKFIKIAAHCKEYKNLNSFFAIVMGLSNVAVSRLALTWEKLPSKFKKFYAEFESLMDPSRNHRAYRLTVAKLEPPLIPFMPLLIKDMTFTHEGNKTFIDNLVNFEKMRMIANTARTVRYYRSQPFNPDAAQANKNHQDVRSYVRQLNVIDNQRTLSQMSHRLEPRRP
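Exchange assay: 100 nM EPAC2 with 250 nM Rap1B-BODIPY-GDP and 50 uM GDP. Fluorescence (ex 480/em 540 nm) read every 5 min for 30 min at room temperature. Data normalized to 6.5 mM cAMP as agonist control.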
EPAC2 antag: EPAC2 (human) antagonism. hit rate 0.18% among 360,000. EPAC2 GEF exchange of Rap1B-BODIPY-GDP, fluorescence. AID 720708. Q8WZA2. Potency, µM (doses to about 114 µM), for the others: at the highest dose activity, negative = inhibition, hits mostly inhibitors; also: potency is read from the fitted curve at half-maximal effect; % is scaled to controls: 0 for no effect and ±100 for the full control effect; nearly all actives have a fitted effect of over 45% in size; many of its hits are not listed in these tables
MmCpn inh: blocks the Methanococcus maripaludis chaperonin Mm-Cpn. AID 504842. hit rate 0.031% among 330,000. purified Mm-Cpn ATPase, ADP Transcreener TR-FRET. Potency, µM (titrated, usually from 76.9 µM), without a hit: at the highest dose activity, negative = inhibition, hits mostly inhibitors; also: potency is read from the fitted curve at half-maximal effect; % is scaled to controls: 0 for no effect and ±100 for the full control effect; nearly all actives have a fitted effect of over 80% in size
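Eu-cryptate anti-ADP/ADP-d2 competition gives a ratio inversely related to ADP. Enzyme at 25 nM was pre-exposed to compound for 10 min, then given 10 uM ATP for 30 min, 37°C throughout.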
Nrf2 ARE act: activators of Nrf2 (ARE) signaling; Potency, µM (series often up to 46.1 µM), without a hit: at the highest dose activation, actives largely listed as activators; hit rate 0.31% among 410,000; AID 624171; AREc32 ARE-luciferase reporter (MCF7-derived line), luminescence, 24 h; also: potency is read from the fitted curve at half-maximal effect; % of control where 0% means no effect; nearly all actives have a fitted effect of over 65% in size
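Luminescent ARE reporter assay in AREc32_Fluc cells: overnight plating at 37 deg C, 24 hr compound incubation, Steady-Glo added, 30 min RT before reading.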
CCT chaperon mod: modulators of cytosolic chaperonin (CCT/TRiC) activity; purified chaperonin ATPase assay, HTRF ADP detection, 30 min; activity change, % (test concentration not listed), hits read low; hit rate 0.3% among 360,000; AID 651819; in the data active = activity change below about -30%; also: % is scaled to controls: 0 for no effect and ±100 for the full control effect
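TRiC at 40 or 20 nM final (batch-dependent) in 30 mM Tris pH 7.4, 100 mM KCl, 5 mM MgCl2, 1 mM DTT, with compound at single 76 uM and 10 uM ATP, 30 min at 37 deg C. ADP detected by HTRF Transcreener, 665/615 ratio.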
TGFb inhibitor: blocks TGF-b signaling; HepG2 CAGA-GFP TGF-b/SMAD3 reporter, GFP fluorescence, 18 h; TGF-beta stimulated, 500 pg/mL final; Potency, µM (top dose mostly 46.1 µM), for inactives: top-dose activity, negative = inhibition, most hits filed as inhibitors; hit rate 1.2% among 410,000; AID 588855; also: potency is read from the fitted curve at half-maximal effect; % is scaled to controls: 0 for no effect and ±100 for the full control effect; nearly all actives have a fitted effect of over 65% in size
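HEPG2 CAGA-GFP cells (1000/well, DMEM with 1% FBS) were pre-incubated 2 h at 37 degrees C, given compound by pin tool, then stimulated with TGF-beta at 500 pg/mL final for 18 h before per-cell GFP fluorescence imaging.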
Akt phos inh: Akt phosphorylation inhibition | AID 651550 | Neuro2A IGF-stimulated pAkt S473 HTRF, 20 min; stronger effect = lower value | activity change, % for hits at 50 µM | hit rate 0.32% among 360,000; in the data active = activity change below about -80%; inconclusive = mostly about -51% to -80%; also: % is scaled to controls: 0 for no effect and ±100 for the full control effect
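Neuro2A cells in DMEM with 0.5% FBS, overnight at 37 deg C, given compound at single 50 µM final, then IGF (6 nM final) for 20 min at 37 deg C. Lysed; phospho-Akt Ser473 by HTRF after 24 h, 665/615 ratio.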
A549 viability: kills or reduces viability of A549 cells in Nrf2 counter-screen. A549 ARE-Fluc cells, CellTiter-Fluor viability, 18-24 h. Potency, µM (top dose mostly 46 µM), inactives show top-dose activity change, negative = cytotoxicity, most hits filed as inhibitors. hit rate 0.16% among 390,000. AID 504648; also: potency is read from the fitted curve at half-maximal effect; % is scaled to controls: 0 for no effect and ±100 for the full control effect
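A549 ARE-Fluc cells in 5% FBS OPTI-MEM, 5000 cells/well, rested 2 h then exposed to compounds in concentration-response for 18-24 h at 37 °C. Viability by CellTiter-Fluor fluorescence (Ex 405/Em 525) after 30 min; luciferase luminescence (BugLite, 15 min, RT) read afterwards.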
The depositor's hits bear a star; i = inactive; ? = inconclusive; . = not tested or not shown; [ ] = dose if it differs, or a comment. Unless noted, calls follow the shape of the dose curve; as a rule, active = well fitted curve in the direction sought with a large enough effect; inconclusive = small, poorly fitted or top-dose-only effect, or another doubt; inactive = no such curve, though single readings can be large; an effect the other way counts as inactive or inconclusive. The list is partial. The share of hits here may be higher or lower than overall.

SMILES	Nrf2 inh	EPAC2 agonist	EPAC2 antag	MmCpn inh	Nrf2 ARE act	CCT chaperon mod	TGFb inhibitor	Akt phos inh	A549 viability
CCN(C(=O)C1CC1)C1CCS(=O)(=O)C1 (configuration not stated)	-7.3%	0.7%	-7.0%	-1.4%	1.1%	1.1	16.6%	i	-0.1%
COc1ccc(-n2[nH]c(C)cc2=O)cc1	6.8%	0.0%	20.6%[57.1 µM]	-8.6%	7.8%	3.4	-0.5%	i	-5.8%
O=C(Nc1ccccc1)OCc1ccccn1	10.7%	4.5%	-3.3%	2.7%	-0.3%	-7.6	-5.6%	i	-5.7%
CC(C)OC(=O)CN1C(=O)C(C)(C)Oc2ccc(C(=O)NC(C)(C)C)cc21	13.7%	-7.8%	5.5%	0.0%	-0.4%	-0.8	10.9%	i	0.8%
C#CCOC(=O)c1ccccc1C(=O)n1nnc2ccccc21	.	-4.4%	6.1%	2.8%	17.4%	-3.0	?	.	4.7%
COc1ccc(OC)c(S(=O)(=O)CC(O)CS(=O)(=O)c2ccccc2)c1 (configuration not stated)	0.5%	8.9%	3.4%	-0.7%	0.0%	-1.2	14.5%	i	5.3%
Cc1c(Cl)cccc1NC(=O)c1ccccc1-c1ccccc1C(=O)O	10.2%	10.0%	6.1%	-3.6%	-1.3%	-3.0	10.7%	i	16.1%
CC1Cc2cc(C(=O)O)ccc2O1 (configuration not stated)	24.9%	?	10.8%[57.1 µM]	-1.2%	-0.6%	-1.5	3.3%	i	-8.1%
O=c1c2ccccc2nc2c3ccccc3c3nncn3n12	-22.9%	0.4%	3.8%	0.3%	4.6%	-6.6	4.4%	i	-8.4%
COC(=O)CC/C(O)=C1\C(=O)CC(C)(C)CC1=NCCc1nc2ccccc2[nH]1	-6.7%	4.6%	1.1%[57.1 µM]	-2.8%	-0.9%	-2.6	12.9%	i	-3.6%
CC1CCCCN1CCNC(=O)c1cc2c(=O)n(C)c3ccccc3c2n1C (configuration not stated)	4.9%	0.8%	7.3%	-1.2%	?	-0.6	12.4%	i	-3.6%
O=C(c1ccco1)N1CCC(N2CCN(c3ccccc3)CC2)CC1	-7.6%	6.4%	1.4%	-1.9%	-0.1%	0.0	4.9%	i	-19.1%
O=C(C1CC1)N1CCc2cc(S(=O)(=O)NCCC3=CCCCC3)ccc21	?	9.6%	-6.3%	1.9%	-0.1%	-0.4	-9.8%	i	-11.8%
COc1ccc(CN(CCC(c2ccco2)C(C)C)C(C)=O)cc1OC (configuration not stated)	-11.9%	0.4%	?	-2.4%	8.1%	-0.6	-23.4%	i	-13.2%
O=C(CSc1nnnn1-c1ccc2c(c1)CCC2)NCc1cccs1	12.9%	19.1%	-16.0%	2.4%	3.0%	-4.2	-25.4%	i	0.6%
O=C(CSc1nc(-c2ccco2)cc(C(F)(F)F)n1)NCC1CCCO1 (configuration not stated)	-20.0%	5.4%	8.5%	1.3%	-0.9%	-2.7	1.0%	i	-2.9%
COc1ccccc1C(=O)NCCn1cc(SCc2ccccc2Cl)c2ccccc21	?	.	.	.	0.0%	.	?	.	-18.0%
N#C/C(=C(/O)c1ccc(Cl)cc1)c1nc2ccccc2[nH]1	-2.2%	9.4%	3.5%	-1.1%	6.7%	-0.6	6.5%	i	0.3%
Cc1ccc(CN2CCN(Cc3cn(C)nc3C)CC2CCO)o1 (configuration not stated)	3.1%	4.4%	12.3%[57.1 µM]	1.5%	0.9%	-1.7	-0.5%	i	-1.1%
CC(/C=C\C=C\c1ccccc1)=N\NC(=O)c1cncc(Br)c1	?	9.1%	15.8%	1.3%	7.4%	2.6	-9.5%	i	-13.4%
COc1ccccc1-n1cc(CN2CCN(CC(C)C)C(CCO)C2)cn1 (configuration not stated)	1.4%	6.4%	-0.7%	0.1%	0.3%	1.9	11.6%	i	7.4%
Nc1ncnc2c1ncn2CCOc1ccccc1	17.5%	-0.7%	-0.1%	0.8%	2.9%	-30.9*	?	i	-3.0%
CCOc1ccc(NCCC(O)c2ccc(F)cc2)cc1 (configuration not stated)	1.5%	6.9%	0.4%	0.5%	3.1%	-6.7	21.1%	i	-1.2%
COc1ccc(NC(=O)C2CCCN(c3nccc(C)n3)C2)cc1 (configuration not stated)	-18.5%	0.1%	7.2%	0.4%	-0.5%	-1.3	-3.0%	i	-0.9%
Cc1ccc(N(Cc2cccs2)C(=O)c2ccccc2)cc1	-11.1%	.	.	.	-0.4%	.	-26.1%	.	0.3%
Cc1ccc(-c2onc3ccc(C=O)cc23)cc1	?	-10.3%	-7.9%	0.4%	4.1%	-0.2	-4.3%	i	-1.0%
O=C(CNC(=O)c1ccccc1Br)N/N=C/c1cc(Br)ccc1O	-24.2%	6.5%	1.0%	0.0%	-0.2%	-1.6	-16.8%	i	4.8%
Cc1ccccc1NC(=O)C1CCN(S(=O)(=O)c2cccs2)CC1	7.6%	-6.7%	1.8%	-13.0%	0.2%	-0.1	-7.4%	i	0.9%
Cc1cnc(NC(=O)C2CC=CCC2)s1 (configuration not stated)	5.8%	14.5%	8.6%	-0.5%	4.8%	2.1	0.4%	i	1.9%
N#CCC(=O)NC1CCC(CC2CCC(NC(=O)CC#N)CC2)CC1 (configuration not stated)	8.9%	7.4%	9.4%	-2.4%	0.0%	-1.7	-11.5%	i	1.4%

2 entries picked at random from those above:
SMILES	Nrf2 inh	EPAC2 agonist	EPAC2 antag	MmCpn inh	Nrf2 ARE act	CCT chaperon mod	TGFb inhibitor	Akt phos inh	A549 viability
N#CCC(=O)NC1CCC(CC2CCC(NC(=O)CC#N)CC2)CC1 (configuration not stated)	8.9%	7.4%	9.4%	-2.4%	0.0%	-1.7	-11.5%	i	1.4%
O=C(CNC(=O)c1ccccc1Br)N/N=C/c1cc(Br)ccc1O	-24.2%	6.5%	1.0%	0.0%	-0.2%	-1.6	-16.8%	i	4.8%

New compounds follow.
SMILES	Nrf2 inh	EPAC2 agonist	EPAC2 antag	MmCpn inh	Nrf2 ARE act	CCT chaperon mod	TGFb inhibitor	Akt phos inh	A549 viability
Cc1ccc(CN2C(=O)c3ccccc3C2c2nnnn2-c2c(C)cccc2C)cc1 (configuration not stated)	.	19.2%	-14.9%	.	3.9%	-0.2	.	i	.
CC1Cc2ccccc2N1C(=O)COC(=O)Cn1nnc(-c2ccccc2)n1 (configuration not stated)	16.2%	16.7%	15.2%	-0.6%	0.4%	-2.0	0.0%	i	8.9%
C=CCOc1c2ccc(C(=O)NC3CCCc4ccccc43)cc2nn1C (configuration not stated)	-1.8%	8.9%	3.2%	-1.4%	0.8%	2.3	-2.3%	i	-1.8%
CN1CCc2c(sc3c2c(=O)n(-c2cccc(Cl)c2)c2nncn32)C1	-1.8%	3.8%	-3.0%	.	2.0%	-3.5	32.4%[activator]	i	-2.7%
CC1CCN(c2nn3c(=O)c(C(=O)NCCCOC(C)C)cnc3s2)CC1	?	.	.	.	6.7%	.	?	.	11.3%
O=C(COc1ccccc1Br)NCc1ccccn1	15.0%	1.4%	15.9%	1.2%	0.1%	3.3	-0.2%	i	-2.9%
O=Cc1ccc(OC(=O)c2cccnc2)cc1	2.8%	11.3%	3.7%	-6.3%[15.4 µM]	-0.6%	-1.6	-7.4%	i	7.7%
CCNC(=O)C1(C)CCCN(Cc2csc(-c3ccc(Cl)cc3)n2)C1 (configuration not stated)	.	10.4%	-21.5%	.	12.1%	0.0	1.2%	i	.
CCN(c1ccc(NC(=O)c2ccc(N3CCCC3=O)cc2)cc1)C(C)C	9.2µM*	2.4%	16.9%	-2.0%	-0.7%	1.5	-19.2%	i	-21.2%
Cc1ccc2c(NC(=S)NC(=O)c3ccccc3)cccc2n1	?	16.0%	-2.9%	-0.6%	?	-1.4	-30.3%	i	-2.3%
CCOC(=O)c1ccc(NC(=O)CS(=O)(=O)Cc2nc(-c3ccc(C)cc3)oc2C)cc1	9.3%	.	.	.	1.0%	.	2.0%	.	-4.3%
COCCn1c(SCC(=O)Nc2nnc(C)s2)nnc1-c1ccncc1	.	3.2%	11.7%	0.3%	-0.2%	-1.2	-4.7%	.	-1.7%
CCOC(=O)[C@H]1[C@H]2COc3ccc(Cl)cc3[C@@H]2N2C(=O)c3ccccc3NC(=O)[C@@]12C	-2.1%	6.7%	-10.9%	0.5%	0.4%	1.9	-7.2%	i	0.8%
CC(/C=N/NC(=O)c1nnn(-c2nonc2N)c1CN1CCCCC1)c1ccccc1 (configuration not stated)	27.5%	5.6%	-13.2%	.	-0.5%	-0.2	-22.5%	i	7.8%

Complete entries from above. Order of screens: Nrf2 inh | EPAC2 agonist | EPAC2 antag | MmCpn inh | Nrf2 ARE act | CCT chaperon mod | TGFb inhibitor | Akt phos inh | A549 viability
Entry for COCCn1c(SCC(=O)Nc2nnc(C)s2)nnc1-c1ccncc1 → . | 3.2% | 11.7% | 0.3% | -0.2% | -1.2 | -4.7% | . | -1.7%
Entry for CCOC(=O)c1ccc(NC(=O)CS(=O)(=O)Cc2nc(-c3ccc(C)cc3)oc2C)cc1 → 9.3% | . | . | . | 1.0% | . | 2.0% | . | -4.3%
Entry for CCOC(=O)[C@H]1[C@H]2COc3ccc(Cl)cc3[C@@H]2N2C(=O)c3ccccc3NC(=O)[C@@]12C → -2.1% | 6.7% | -10.9% | 0.5% | 0.4% | 1.9 | -7.2% | i | 0.8%
